# Peg3 prom inh: inhibitors of Peg3 promoter; AID 588405; HeLa PEG-Prom luciferase reporter, luminescence, overnight; inhibition, % at 20 µM; 360,000 tested, 1.7% active;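 active = inhibition of at least 50% at 20 µM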
# Vif inh: blocks HIV Vif function; inhibition, % at 7.49 µM; HEK293T cells, Vif self-association by quenched fluorescence, imaging, 24 h; 340,000 tested, 0.35% active; in the data active = inhibition above about 50%, passing the limit was not always enough; also: some results filed as inactive read as strong as hits
# Exocytosis inh: lytic granule exocytosis inhibition. AID 651702. TALL-104 LAMP-1 surface exposure, flow cytometry; cells stimulated with thapsigargin and PMA. inhibition, % at 10 µM. 360,000 tested, 0.66% active;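 active = inhibition above about 55%, limit read from the data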
# hiPSC survival: increases survival of single human iPS cells | hiPSC single-cell survival, ATPlite luminescence; 100% = ROCK inhibitor wells, 0% = DMSO | survival enhancement, % at 20 µM | 360,000 tested, 0.044% active; in the data active = survival enhancement above about 18%;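 also: cells exposed to compounds for 16 hours before the ATP read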
# CaV13 ICDI inh: Primary screen for inhibitors of IQ motif and Ca2+-dependent inactivation inhibitor domain binding in CACNA1D, Förster resonance energy transfer in living cells, …; HEK cells, CFP/YFP FRET ICDI-IQ, plate reader, 10 min; percent FRET-ratio fall versus neutral wells; 340,000 tested, 0.098% active; inhibition, % at 12.3 µM; AID 743397;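 active = mean replicate inhibition of at least 30% and at least 1% of replicates passing that level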;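 also: 0% = median of the neutral control wells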
# NR2E3 ag-1: activates human NR2E3 receptor; inhibition of corepressor binding, % at 3.98 µM; Q9Y5X4; 360,000 tested, 0.35% active; AID 602229; CHO-S Gal4-NCOR/VP16-NR2E3 two-hybrid, luciferase;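 active = inhibition above the mean of all tested compounds plus 3 SD, cut at about 70% in these data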;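 also: 0% = DMSO with NR2E3 transfected cells and 100% = cells lacking NR2E3 construct; higher means lower luciferase signal from less NR2E3 corepressor binding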
# Target sequence (Q9Y5X4 whole entry, looked up, the tested form may be a part): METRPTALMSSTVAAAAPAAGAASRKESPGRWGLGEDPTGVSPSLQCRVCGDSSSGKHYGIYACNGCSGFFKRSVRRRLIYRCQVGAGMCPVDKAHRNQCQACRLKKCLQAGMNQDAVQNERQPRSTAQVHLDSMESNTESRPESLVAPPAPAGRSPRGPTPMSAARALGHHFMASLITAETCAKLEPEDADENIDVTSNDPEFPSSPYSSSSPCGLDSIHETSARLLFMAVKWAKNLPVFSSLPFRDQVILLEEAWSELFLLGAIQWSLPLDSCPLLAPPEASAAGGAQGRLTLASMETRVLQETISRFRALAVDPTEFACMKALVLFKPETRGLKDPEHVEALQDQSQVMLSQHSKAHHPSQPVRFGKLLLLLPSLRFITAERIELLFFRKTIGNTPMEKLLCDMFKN
# MITF TRPM1 inh: reduces MITF-dependent TRPM1 promoter luciferase signal. AID 488899. SK-MEL-5 TRPM1 promoter luciferase, 24 h. inhibition, % at 12.5 µM. 330,000 tested, 0.83% active;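 active = mean inhibition across replicates of 60% or more, whatever share of single replicates reaches that level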; also: values of inactives mirror those of a sister screen read the other way
# PDI inh: PDI (human) enzyme inhibition; P07237; PDI insulin aggregation turbidity, A650, 90 min; inhibition, % at 10 µM; 350,000 tested, 0.052% active; AID 588391;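 active = mean inhibition across replicates of 30% or more, whatever share of single replicates reach that level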;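 also: absorbance from insulin aggregation driven by PDI reduction with DTT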
# Target sequence (P07237 whole entry, looked up): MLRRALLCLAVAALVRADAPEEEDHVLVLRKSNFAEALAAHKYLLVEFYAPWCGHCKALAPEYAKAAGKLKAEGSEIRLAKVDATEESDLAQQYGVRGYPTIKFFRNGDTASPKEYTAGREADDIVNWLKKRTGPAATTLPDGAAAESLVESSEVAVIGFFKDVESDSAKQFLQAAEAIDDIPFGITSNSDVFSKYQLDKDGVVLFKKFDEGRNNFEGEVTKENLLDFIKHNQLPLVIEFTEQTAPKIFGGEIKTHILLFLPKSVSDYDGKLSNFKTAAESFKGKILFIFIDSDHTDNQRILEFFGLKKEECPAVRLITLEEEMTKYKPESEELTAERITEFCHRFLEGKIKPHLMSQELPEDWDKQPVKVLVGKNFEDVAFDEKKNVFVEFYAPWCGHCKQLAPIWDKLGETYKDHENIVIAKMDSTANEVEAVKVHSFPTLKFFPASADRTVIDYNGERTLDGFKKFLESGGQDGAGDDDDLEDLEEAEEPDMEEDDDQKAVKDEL
# NR2E3 ag-2: activates human photoreceptor nuclear receptor NR2E3; 320,000 tested, 0.12% active; GST-NR2E3/biotin-RetCOR TR-FRET, 1536-well; inhibition of corepressor binding, % at 4.78 µM; AID 2300;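 active = percent inhibition above the cutoff of mean plus 3 SD of all tested compounds, set per screening campaign, cut at about 20% in these data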;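 also: 0% = DMSO wells and 100% = biotin wells as full block of FRET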
#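 Assay system: NR2E3–RetCOR corepressor complex. Quantity: 1.35 nM GST-NR2E3. Buffer or medium: pH 7.5 Tris-based buffer. Reagent: biotinylated RetCOR corepressor at 7 nM final. Schedule: 5 h at 4 °C. Detection: TR-FRET, emission read at 617 and 671 nm. Replicates: one well per compound, singlicate testing.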
# HIF-2a block: inhibitors of HIF-2a; 786-0 RCC cells HIF-2a reporter, luciferase luminescence, overnight; inhibition, % at 18.8 µM; 360,000 tested, 0.72% active; AID 624352;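 active = inhibition of the luminescence signal of 40% or more relative to plate controls, in a single-dose primary screen at 18.75 µM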
# aDG glyco act: increases alpha dystroglycan glycosylation; Pro5-aDG cells, alpha-DG glycosylation AlphaScreen (IIH6); 0% Pro5, 100% B10-LARGE cell signal; 360,000 tested, 0.22% active; activation, % at 10 µM; AID 624168;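 active = activation of at least 8% versus controls, or a plate z-score of at least 8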;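 also: Pro5 are CHO cells carrying HIG-tagged alpha-DG that lacks glycosylation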
# Active calls of the source: *; / = not tested or not shown. Compounds were not picked by outcome (roughly 3.5% active in at least one column).
SMILES,Peg3 prom inh,Vif inh,Exocytosis inh,hiPSC survival,CaV13 ICDI inh,NR2E3 ag-1,MITF TRPM1 inh,PDI inh,NR2E3 ag-2,HIF-2a block,aDG glyco act
O=C(c1ncn2c1c(=O)[nH]c1ccccc12)N1CCc2ccccc2C1,-16,-4,-2,-1.8,-9,-4,/,-12,/,-18,0.4
Cc1cc(NC(=O)COC(=O)c2cccc(OCc3ccccc3)c2)no1,-37,-6,-2,1.4,-7,-78,-5,-2,0,-73,0.0
Cc1ccc(C(=O)NCCSCc2ccc(Cl)cc2Cl)cc1[N+](=O)[O-],6,-8,-2,-0.9,-7,-54,4,3,-1,12,0.2
O=C(Cn1cnc2c(nnn2Cc2ccc(F)cc2)c1=O)NC1CCCC1,4,-1,1,8.5,-11,6,16,-4,4,5,0.0
Cc1cc(N/N=C/c2cccc(Cl)c2)nc(-n2nc(C)cc2C)n1,3,-6,-6,0.1,-4,-25,6,-3,1,-2,1.6
NS(=O)(=O)c1ccc(CCNC(=O)CSCc2ccccc2)cc1,2,2,-1,5.1,-4,-6,-7,12,3,19,-0.4
Cn1c(SCC(=O)Nc2ccc3nc(SCC(=O)NC4CC4)sc3c2)nnc1-c1ccccc1,8,-1,5,7.5,-5,-20,3,7,-1,5,0.0
Cc1cccc(OCC(=O)Nc2ccc3c4c(cccc24)CC3)c1C,-3,2,-6,1.5,3,-23,-19,0,2,-9,-0.1
O=C(O)C1=C[C@H](c2coc3ccccc3c2=O)C[C@H](OCc2ccc(CO)cc2)O1,8,3,-1,-3.6,-6,4,-5,0,1,-1,0.1
Cc1cc(C)c(OCC(=O)Nc2nc3ccccc3[nH]2)c(C)c1,-27,5,2,-2.9,7,-26,-16,-2,0,-28,0.3
Cc1ccc([N+](=O)[O-])cc1NC(=S)NC(=O)c1cccs1,20,3,1,-1.3,-14,8,14,-1,2,7,-0.1
CC1=NN(c2ccc(C(=O)O)c(N)c2)C(=O)C1,-13,3,-3,-0.6,7,-5,6,11,5,5,-0.5

# Arranged by heavy-atom count (largest number first): some entries from above
SMILES,Peg3 prom inh,Vif inh,Exocytosis inh,hiPSC survival,CaV13 ICDI inh,NR2E3 ag-1,MITF TRPM1 inh,PDI inh,NR2E3 ag-2,HIF-2a block,aDG glyco act
O=C(O)C1=C[C@H](c2coc3ccccc3c2=O)C[C@H](OCc2ccc(CO)cc2)O1,8,3,-1,-3.6,-6,4,-5,0,1,-1,0.1
Cc1cc(NC(=O)COC(=O)c2cccc(OCc3ccccc3)c2)no1,-37,-6,-2,1.4,-7,-78,-5,-2,0,-73,0.0
Cc1ccc(C(=O)NCCSCc2ccc(Cl)cc2Cl)cc1[N+](=O)[O-],6,-8,-2,-0.9,-7,-54,4,3,-1,12,0.2
Cc1cc(N/N=C/c2cccc(Cl)c2)nc(-n2nc(C)cc2C)n1,3,-6,-6,0.1,-4,-25,6,-3,1,-2,1.6
Cc1cc(C)c(OCC(=O)Nc2nc3ccccc3[nH]2)c(C)c1,-27,5,2,-2.9,7,-26,-16,-2,0,-28,0.3
Cc1ccc([N+](=O)[O-])cc1NC(=S)NC(=O)c1cccs1,20,3,1,-1.3,-14,8,14,-1,2,7,-0.1

# (continued)
SMILES,Peg3 prom inh,Vif inh,Exocytosis inh,hiPSC survival,CaV13 ICDI inh,NR2E3 ag-1,MITF TRPM1 inh,PDI inh,NR2E3 ag-2,HIF-2a block,aDG glyco act
C[C@H]1CN(S(=O)C(C)(C)C)[C@@H](CCO)/C1=C\CCO (some centres not stated),-4,15,3,-1.0,-3,-18,-8,14,/,1,-0.1
Cc1cc(NC(=O)CCC(=O)N(Cc2ccccc2)C(C(=O)NC2CCCC2)c2ccc(C)o2)no1 (configuration not stated),4,-17,6,-0.5,-3,-29,0,6,1,-7,0.0
O=C(CSc1ccc2ccccc2n1)Nc1ccc(N2CCOCC2)cc1,-93,2,-1,4.9,-1,-14,-15,5,1,-89,0.2
COc1cc(CN2CCCC(C)C2)ccc1OCc1ccccc1 (configuration not stated),-51,10,33,-0.1,-2,8,-17,7,4,-67,0.1
CC(c1ccccc1F)n1cc(C(=O)NCc2ccncc2)nn1 (configuration not stated),6,26,-2,0.3,1,4,7,10,0,17,-0.2
CCOC(=O)C(Cc1ccccc1)C(=O)Nc1cccc(C)c1 (configuration not stated),6,-6,-1,2.9,-19,11,-5,-2,-3,-5,0.5
CCc1nnc2n1N=C(c1ccccc1)CS2,-4,6,-10,-0.3,-20,4,4,9,-4,9,-0.1
CCNC(=O)C1(C)CCCN(Cc2cccc3c(OC)cc(C(=O)OCC)cc23)C1 (configuration not stated),9,0,2,0.1,-8,-8,/,-5,/,5,0.1
CC1=C(C(=O)OCC2CCCO2)C(c2ccccc2)C2=C(CCCC2=O)N1 (configuration not stated),20,7,-1,-2.4,-14,-25,-6,-1,5,19,0.0
Clc1ccc(-n2nnnc2-c2cnc3ccc(Cl)cc3c2-c2ccccc2)cc1,37,-5,10,0.1,-5,-27,15,-1,2,23,0.0
CCC(=O)N(C)C[C@H]1Oc2ncc(C#Cc3ccncc3)cc2C(=O)N([C@@H](C)CO)C[C@@H]1C,-19,-4,-3,-2.2,-7,-11,/,-2,/,8,0.2
CC(=O)Nc1ccccc1OCC(=O)c1cc(C)n(Cc2cccs2)c1C,-258,-14,7,-1.5,-4,90*,18,1,0,-35,4.1
O=C(Nc1nc(-c2ccco2)cs1)c1ccccc1,-79,-10,71*,-3.7,-4,-54,-79,-11,-1,-18,-0.1
COc1ccc(-n2c(C)c(C)c3c(N)ncnc32)cc1,-11,-18,-22,-0.7,-4,-36,-7,8,-1,-42,-0.1
COC(=O)Nc1ccc(S(=O)(=O)NCCCCCC(=O)O)cc1,2,-8,-1,3.8,-5,-21,-14,3,-1,1,-0.1
Cc1ccc(-n2nc(C)c3c2OC(N)=C(C#N)C3c2ccc(F)cc2)cc1 (configuration not stated),6,3,3,-2.5,-8,1,17,2,-3,-11,0.2
CC1OC2C(OC1C)N(S(C)(=O)=O)CCN2S(C)(=O)=O (configuration not stated),19,-7,-1,-0.7,-8,-2,1,3,2,7,-0.3
Cc1ccc(S(=O)(=O)N(CC(=O)Nc2ccccc2-c2ccccc2)c2ccc(C)cc2C)cc1,-18,-4,-3,1.8,-6,14,-6,-1,1,6,-0.1
CC(C)(CNC(=O)COc1ccccc1Cc1ccccc1)N1CCOCC1,21,-6,-2,1.3,-6,7,-8,4,3,15,0.0
O=C(CSc1ccccn1)Nc1ccc(Br)cn1,-88,0,0,2.2,-5,-14,-16,-2,-1,-75,0.1
CCOC(=O)c1ccc(NC(=O)c2nc[nH]c2C(=O)NCc2ccccc2)cc1,32,19,11,1.9,-10,-24,5,1,4,-3,1.0
COc1ccc(C2SCC(C(=O)NCc3ccc(F)cc3)N2C(C)=O)cc1 (configuration not stated),8,-8,-5,-0.5,1,2,3,-3,2,3,-0.1
O=C(N/N=C/c1cc(Br)c(Br)o1)c1ccc2c(c1)OCCO2,-208,-3,-2,-0.7,-1,-58,-37,-3,4,-274,0.1
Cc1cc(N)n2nc(-c3ccccc3)cc2n1,-140,-8,1,-4.2,-5,-114,-14,3,0,-118,-0.1
COc1ccc(Cn2c(C3CC3)nc3ccc(NC(=O)c4cccnc4)cc3c2=O)cc1,-96,-2,36,-0.1,/,-114,-36,7,-1,-180,0.0
CCCOC1CCCN(C(=O)CCc2nnc(-c3ccc4c(c3)OCO4)o2)C1 (configuration not stated),-267,-7,-1,1.4,/,-30,-69,-18,-2,-197,1.7
COC(=O)[C@H](C)NC(=O)NC(C)CCc1ccccc1 (some centres not stated),3,2,-4,-0.4,-7,3,-3,-1,2,-3,-0.2
Cc1ccccc1OCC(O)Cn1c(=N)n(Cc2ccccc2)c2ccccc21 (configuration not stated),110*,-3,26,-0.5,-3,-6,18,-1,-1,10,-0.4
COc1ccc(C(=O)CC2OC(=O)c3ccccc32)cc1OC (configuration not stated),8,1,-2,-2.2,-4,5,2,11,-3,-4,0.3
Cc1nn(-c2ccccc2)c2c1C(c1cccnc1)N1C=C(S(=O)(=O)N3CCCCC3)C=CC1=N2 (configuration not stated),19,-1,1,1.0,-7,-13,-8,9,-2,9,-0.1
CC1(C)CC(=O)C2=C(C1)Oc1ncn(CCCn3ccnc3)c(=N)c1C2c1ccccc1 (configuration not stated),13,1,-2,-0.5,-4,-12,-6,7,5,-5,0.1
C[C@H](CO)N1C[C@H](C)[C@@H](CN(C)S(=O)(=O)c2ccc(Oc3ccccc3)cc2)OCc2cn(nn2)CCCC1=O,-7,6,8,0.4,-10,-4,/,9,/,14,-0.2
COc1ccc(/C=C2/SC(=O)N(CC(=O)NCCC(C)C)C2=O)cc1OC,-3,-3,0,0.6,-3,7,2,-10,2,18,0.4
COc1cc(C(=O)Nc2cc(C)ccn2)cc(OC)c1OC,11,-4,5,7.5,-6,1,6,-5,5,2,-0.2
O=C(CSc1ncccn1)NCc1ccccc1,-39,15,-3,-2.3,/,-54,-32,6,5,-76,0.3
O=C(c1ccco1)N1CCN(S(=O)(=O)c2ccc(Cl)s2)CC1,-76,11,0,1.0,-9,-13,-4,3,-1,-9,0.3

# Exocytosis inh: what is marked active above.
compound	Peg3 prom inh	Vif inh	Exocytosis inh	CaV13 ICDI inh	NR2E3 ag-1	MITF TRPM1 inh	PDI inh	NR2E3 ag-2	HIF-2a block	aDG glyco act
O=C(Nc1nc(-c2ccco2)cs1)c1ccccc1	-79	-10	71*	-4	-54	-79	-11	-1	-18	-0.1

# The list goes on.
SMILES,Peg3 prom inh,Vif inh,Exocytosis inh,hiPSC survival,CaV13 ICDI inh,NR2E3 ag-1,MITF TRPM1 inh,PDI inh,NR2E3 ag-2,HIF-2a block,aDG glyco act
CCOCC(=O)Nc1cc(Cl)ccc1C,-5,5,-3,2.5,6,-1,-5,3,2,5,0.0
O=C(CN1C(=O)C2CC=CCC2C1=O)Nc1ccc(-c2nnc3n2CCCCC3)cc1 (configuration not stated),8,-1,-3,0.5,-4,-18,5,-1,4,-3,3.0
CC1CCC(NC(=O)C2c3ccccc3C(=O)N2CCCN2CCOCC2)CC1 (configuration not stated),13,3,1,0.6,-6,16,2,4,-2,10,0.0
CC(C)(C)C(=O)Nc1ccc(Oc2ccc3c(c2)C(=O)N(c2ccc(O)cc2)C3=O)cc1,0,-13,-2,-2.8,-5,3,3,-5,-4,18,0.0

# Bioassay records deposited in PubChem by several laboratories.
